Compound activity as filed in PubChem BioAssay.
Platelet DG rel: modulates dense granule release in human platelets; inhibition, %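 (compounds screened at 7.5 µM in platelet-rich plasma)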; hit rate 0.22% among 300,000; AID 1663; human platelet-rich plasma, SFLLRN dense granule ATP release, luminescence;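 active = mean replicate score, as percent of positive control, at or above 50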
GSK3B inh: human GSK3beta kinase inhibition. AID 2097. activity score (negative = inhibition), % at 10 µM. GST-GSK3beta kinase, ADP-Glo luminescence, 60 min; hits give low values. hit rate 0.038% among 300,000;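 active = more than half of replicate wells score below -50%, meaning over 50% inhibition versus plate controls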;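 also: 0% = median DMSO wells and -100% = median GW8510 positive control wells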
Target sequence (P49841 whole entry, looked up): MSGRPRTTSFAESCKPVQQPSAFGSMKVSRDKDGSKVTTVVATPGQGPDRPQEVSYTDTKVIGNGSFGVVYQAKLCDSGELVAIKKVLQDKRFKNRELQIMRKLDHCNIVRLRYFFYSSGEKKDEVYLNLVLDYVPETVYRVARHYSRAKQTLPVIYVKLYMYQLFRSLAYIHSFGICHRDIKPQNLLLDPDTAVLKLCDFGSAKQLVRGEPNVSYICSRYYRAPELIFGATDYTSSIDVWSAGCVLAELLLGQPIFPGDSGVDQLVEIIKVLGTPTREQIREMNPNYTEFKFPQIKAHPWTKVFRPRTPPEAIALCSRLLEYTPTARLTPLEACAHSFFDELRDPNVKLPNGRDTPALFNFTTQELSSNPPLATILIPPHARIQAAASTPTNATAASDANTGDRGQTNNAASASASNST
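Test system: GST-tagged human GSK3beta kinase, cell-free; evaluation: activity score scaled between in-plate DMSO and GW8510 controls; measured by: ADP-Glo luminescence; incubation: 60 min reaction, RT; benchmarks: DMSO and 20 µM GW8510; reagent: peptide substrate plus 25 µM ATP (final); medium: Tris/MgCl2 kinase buffer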
HSP90 inh: blocks HSP90-mediated luciferase refolding in reticulocyte lysate | Rabbit reticulocyte lysate, luciferase refolding luminescence, 3 h | inhibition, % at 5.6 µM | hit rate 0.91% among 290,000;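 active = inhibition above the screen-wide mean plus 3 SD, computed separately per campaign, cut at about 16% in these data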;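 also: 0% = DMSO wells and 100% = 60 µM geldanamycin wells; inhibitors lower the luminescence because luciferase stays unfolded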
IEC-6 cytotox: IEC-6 cytotoxicity, counter-screen for KLF5 inhibitors. luminescence viability. inhibition, % at 5 µM. hit rate 0.78% among 290,000. AID 1825; in the data active = inhibition above about 22%;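 also: 0% = plate median of test compound wells and 100% = cytotoxic reference compound wells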
GSK3 alpha inh: inhibitors of human GSK-3 alpha kinase | P49840 | ADP-Glo luminescence, 60 min | inhibition, % at 10 µM | hit rate 0.1% among 320,000 | AID 2650;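 in the data active = inhibition above about 50%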;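 also: GST-tagged GSK-3 alpha with peptide substrate and 25 µM ATP; 0% = DMSO neutral wells and 100% = GW8510 positive control wells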
Target sequence (P49840 whole entry, looked up): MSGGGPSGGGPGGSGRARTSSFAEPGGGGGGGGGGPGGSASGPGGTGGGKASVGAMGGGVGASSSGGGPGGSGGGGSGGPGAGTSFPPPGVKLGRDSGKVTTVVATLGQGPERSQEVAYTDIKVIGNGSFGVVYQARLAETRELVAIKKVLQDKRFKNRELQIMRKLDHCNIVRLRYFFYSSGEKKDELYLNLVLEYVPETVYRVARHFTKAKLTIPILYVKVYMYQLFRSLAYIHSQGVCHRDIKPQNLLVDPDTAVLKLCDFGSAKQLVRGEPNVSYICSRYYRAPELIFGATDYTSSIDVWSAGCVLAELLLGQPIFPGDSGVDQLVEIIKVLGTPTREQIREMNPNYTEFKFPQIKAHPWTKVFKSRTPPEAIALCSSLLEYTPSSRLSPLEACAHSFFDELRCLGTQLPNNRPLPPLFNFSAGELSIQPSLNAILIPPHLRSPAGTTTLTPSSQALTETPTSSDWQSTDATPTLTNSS
HSF1 activator: increases HSF-1 driven luciferase reporter signal; NIH3T3-HGL HSF-1 luciferase reporter, MG132, 8 h; 100% = twice DMSO control signal; activation, % at 9 µM; hit rate 1.7% among 300,000; AID 504408;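 active = mean replicate activation of at least 50% with a set share of replicates each reaching 50%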;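 also: 0% = median of the neutral control wells and 100% = twice that signal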
DYRK1A inh: Dyrk1A (rat) kinase inhibition; ADP-Glo luminescence, NFATc1 peptide; hit rate 0.43% among 310,000; AID 504441; inhibition, % at 12.5 µM; Q63470; in the data active = inhibition above about 50%;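 also: plate controls were vehicle with enzyme for no effect and no enzyme for full effect; many of its hits are not listed in these tables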
KLF5 inh: kruppel-like factor 5 inhibition. DLD-1 KLF5 promoter-luciferase reporter, luminescence. hit rate 0.23% among 290,000. AID 1700. inhibition, % at 5 µM;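 active = inhibition above a per-plate limit of that plate's mean compound inhibition plus 3 SD, cut at about 60% in these data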;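 also: 0% = DMSO wells and 100% = LY294002 at 200 µM; higher means less KLF5 promoter-driven luciferase light; inactives centre near -14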
aSyn UTR inh: MLPCN primary screen, SNCA 5' untranslated region | alpha-synuclein 5'UTR reporter, inhibitor activity | inhibition, % (tested at 7.5 µM) | hit rate 0.82% among 300,000 | AID 1813; in the data active = inhibition above about 60%;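 also: H4 neuroglioblastoma cells stably carrying SNCA 5'UTR luciferase fusion; 0% = DMSO wells and 100% = positive control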
HSF1 inh: HSF1 inhibition | NIH3T3-HGL HSE-luciferase, MG132-induced, luminescence 8 h; hits give low values | activity change, negative = inhibition, % at 7.5 µM (by protocol) | hit rate 0.77% among 300,000 | AID 2098;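 active = more than half of replicate wells show activity change below -50%, luminescence cut by over half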;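 also: luciferase reports HSF-1 transcriptional activity via heat shock element; 0% = median of DMSO wells and -100% = zero luminescence signal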
Starred values were filed as active, the others as inactive. This is a subset. The share of hits here may be higher or lower than overall.

`COc1ccc(S(=O)(=O)N2CCOC2CNC(=O)C(=O)NCCc2ccc(OC)c(OC)c2)cc1` (stereo unspecified) gave Platelet DG rel -9, GSK3B inh -2, HSP90 inh 4, IEC-6 cytotox 7, GSK3 alpha inh 1, HSF1 activator 33, DYRK1A inh -8, KLF5 inh -23, aSyn UTR inh 25 and HSF1 inh -4.
Screening CCCCN(C(=O)C(C)Oc1ccc(Br)cc1)c1c(N)n(Cc2ccccc2)c(=O)[nH]c1=O (stereo unspecified) returned Platelet DG rel 6, GSK3B inh 1, HSP90 inh -4, IEC-6 cytotox -4, GSK3 alpha inh -2, HSF1 activator -4, DYRK1A inh -11, KLF5 inh -31, aSyn UTR inh 18 and HSF1 inh 0.
For CCOC(=O)Nc1cc(=O)c2ccccc2o1 the results were Platelet DG rel -5, GSK3B inh 3, HSP90 inh 1, IEC-6 cytotox 44*, GSK3 alpha inh -1, HSF1 activator -5, DYRK1A inh 7, KLF5 inh 35, aSyn UTR inh -19 and HSF1 inh -7.
For Cc1ccc(OCC(=O)NNC(=O)CCc2ccccc2)c(Br)c1 the results were Platelet DG rel -7, HSP90 inh 9, IEC-6 cytotox -5, GSK3 alpha inh 0, HSF1 activator 45, DYRK1A inh 9, KLF5 inh -8, aSyn UTR inh -15 and HSF1 inh 6.
For Cc1ccc(SCCNC(=O)c2ccc([N+](=O)[O-])c(C)c2)cc1 the results were Platelet DG rel -9, GSK3B inh 0, HSP90 inh -5, IEC-6 cytotox 0, GSK3 alpha inh 0, HSF1 activator 16, DYRK1A inh -12, KLF5 inh -20, aSyn UTR inh 10 and HSF1 inh 0.
CC(NS(=O)(=O)c1ccc(CCC(=O)N2CCN(C)CC2)cc1)c1ccccc1 (stereo unspecified) was read as Platelet DG rel -4, GSK3B inh 0, HSP90 inh -3, IEC-6 cytotox -6, GSK3 alpha inh 1, HSF1 activator 10, DYRK1A inh 2, KLF5 inh -7, aSyn UTR inh 24 and HSF1 inh 3.
`Cc1ccc(OCC(=O)Nc2ccc(C)c(S(=O)(=O)N3CCCCC3)c2)c([N+](=O)[O-])n1` gave Platelet DG rel 4, GSK3B inh 0, HSP90 inh 3, IEC-6 cytotox -5, GSK3 alpha inh -2, HSF1 activator 2, KLF5 inh 13, aSyn UTR inh 9 and HSF1 inh -4.
For OC(C#CCN1CCOCC1)c1cccs1 (stereo unspecified) the results were Platelet DG rel 2, GSK3B inh 0, HSP90 inh 0, IEC-6 cytotox -1, GSK3 alpha inh -2, HSF1 activator 10, DYRK1A inh 2, KLF5 inh -1, aSyn UTR inh 1 and HSF1 inh -7.
`COc1cccc(N2CC(C(=O)Nc3c(C(N)=O)oc4ccccc34)CC2=O)c1` (stereo unspecified) gave Platelet DG rel 1, GSK3B inh 1, GSK3 alpha inh -2, HSF1 activator -3, DYRK1A inh -2, aSyn UTR inh 19 and HSF1 inh -8.
`Cc1cccc(C(=O)NCc2nnc(SCC(=O)NC3CCCC3)n2C)c1` gave Platelet DG rel -4, GSK3B inh 0, HSP90 inh -2, IEC-6 cytotox 7, GSK3 alpha inh 1, HSF1 activator 17, DYRK1A inh 7, KLF5 inh -12, aSyn UTR inh -5 and HSF1 inh 10.

The last 4 compounds of the part above lead into the next:
`Cc1ccc(OCC(=O)Nc2ccc(C)c(S(=O)(=O)N3CCCCC3)c2)c([N+](=O)[O-])n1` gave Platelet DG rel 4, GSK3B inh 0, HSP90 inh 3, IEC-6 cytotox -5, GSK3 alpha inh -2, HSF1 activator 2, KLF5 inh 13, aSyn UTR inh 9 and HSF1 inh -4.
For OC(C#CCN1CCOCC1)c1cccs1 (stereo unspecified) the results were Platelet DG rel 2, GSK3B inh 0, HSP90 inh 0, IEC-6 cytotox -1, GSK3 alpha inh -2, HSF1 activator 10, DYRK1A inh 2, KLF5 inh -1, aSyn UTR inh 1 and HSF1 inh -7.
`COc1cccc(N2CC(C(=O)Nc3c(C(N)=O)oc4ccccc34)CC2=O)c1` (stereo unspecified) gave Platelet DG rel 1, GSK3B inh 1, GSK3 alpha inh -2, HSF1 activator -3, DYRK1A inh -2, aSyn UTR inh 19 and HSF1 inh -8.
`Cc1cccc(C(=O)NCc2nnc(SCC(=O)NC3CCCC3)n2C)c1` gave Platelet DG rel -4, GSK3B inh 0, HSP90 inh -2, IEC-6 cytotox 7, GSK3 alpha inh 1, HSF1 activator 17, DYRK1A inh 7, KLF5 inh -12, aSyn UTR inh -5 and HSF1 inh 10.
For Cc1ccc2nc(N3CCN(c4ccccc4)CC3)c(C=O)c(=O)n2c1 the results were Platelet DG rel 7, GSK3B inh 1, HSP90 inh 1, IEC-6 cytotox -1, GSK3 alpha inh 1, DYRK1A inh -9, KLF5 inh -45 and aSyn UTR inh -18.
COc1ccc(CN(CC(=O)NC2CCCCC2)C(=O)CCCC(=O)Nc2ccccn2)cc1 was read as Platelet DG rel 2, GSK3B inh -7, HSP90 inh -3, IEC-6 cytotox -4, GSK3 alpha inh -4, HSF1 activator -7, DYRK1A inh 6, KLF5 inh -17, aSyn UTR inh -20 and HSF1 inh 0.
CCC(C)(C)NC(=O)C(c1ccc(C)cc1)N(CC1CCCO1)C(=O)CNC(=O)c1cccs1 (stereo unspecified) was read as Platelet DG rel 16, GSK3B inh -4, HSP90 inh 1, IEC-6 cytotox 2, GSK3 alpha inh 0, HSF1 activator 24, DYRK1A inh 14, KLF5 inh -8, aSyn UTR inh 16 and HSF1 inh 8.
`CCc1cc(=O)oc2c3c(cc(OCC(=O)NCCCCCC(=O)O)c12)OC(C)(C)CC3` gave Platelet DG rel 5, GSK3B inh 3, HSP90 inh 1, IEC-6 cytotox 9, GSK3 alpha inh 1, HSF1 activator -16, DYRK1A inh 19, KLF5 inh -5, aSyn UTR inh -8 and HSF1 inh 1.
For COc1ccc(N2CCN(C(=O)c3ccc(Oc4ccc(C(F)(F)F)cn4)cc3)CC2)cc1 the results were Platelet DG rel 9, GSK3B inh 5, HSP90 inh 3, IEC-6 cytotox 8, GSK3 alpha inh -2, HSF1 activator 11, DYRK1A inh 0, KLF5 inh -40, aSyn UTR inh -50 and HSF1 inh -5.
Screening Cc1ccc(S(=O)(=O)N2CCN(C(=O)CC(C)n3nc(C)c(Cl)c3C)CC2)cc1 (stereo unspecified) returned Platelet DG rel 4, GSK3B inh -3, HSP90 inh -6, IEC-6 cytotox -4, GSK3 alpha inh -1, HSF1 activator 2, DYRK1A inh -2, KLF5 inh 7, aSyn UTR inh 6 and HSF1 inh 5.
Screening Cc1cccc(OCc2nnc(SCC(=O)c3cccs3)n2C)c1C returned Platelet DG rel 0, GSK3B inh 3, HSP90 inh -1, IEC-6 cytotox 2, GSK3 alpha inh 1, HSF1 activator 11, DYRK1A inh 0, KLF5 inh 9, aSyn UTR inh 11 and HSF1 inh 16.
`CCc1nn2c(=O)c(S(=O)(=O)Nc3ccc(Cl)cc3)c(C)nc2s1` gave Platelet DG rel -2, GSK3B inh 0, HSP90 inh 1, IEC-6 cytotox -6, GSK3 alpha inh -1, HSF1 activator 9, DYRK1A inh -2, KLF5 inh -50, aSyn UTR inh 10 and HSF1 inh 7.
Screening COc1ccc(CN2CCNC(=O)C2CC(=O)NCc2cn[nH]c2-c2ccccc2)c(F)c1 (stereo unspecified) returned Platelet DG rel -15, GSK3B inh 1, HSP90 inh -5, IEC-6 cytotox 0, GSK3 alpha inh 1, HSF1 activator 2, DYRK1A inh 3, KLF5 inh -30, aSyn UTR inh -1 and HSF1 inh 4.
Screening O=C(CCC(=O)OCc1cccc([N+](=O)[O-])c1)Nc1ccc(F)cc1 returned Platelet DG rel 0, GSK3B inh 0, HSP90 inh 3, IEC-6 cytotox 3, GSK3 alpha inh -4, HSF1 activator 2, DYRK1A inh 6, KLF5 inh 2, aSyn UTR inh 2 and HSF1 inh 0.
`C=C(C)Cn1c(SCC(=O)O)nnc1-c1ccc(OC)cc1` gave Platelet DG rel 3, GSK3B inh -2, HSP90 inh 0, IEC-6 cytotox -3, GSK3 alpha inh -4, HSF1 activator 59*, DYRK1A inh 9, KLF5 inh 3, aSyn UTR inh 16 and HSF1 inh 17.
Screening COCCN(C(=O)COC(=O)c1cccs1)c1c(N)n(Cc2ccccc2)c(=O)[nH]c1=O returned Platelet DG rel -6, GSK3B inh 0, HSP90 inh -3, IEC-6 cytotox -1, GSK3 alpha inh 0, HSF1 activator 1, DYRK1A inh -2, KLF5 inh -36, aSyn UTR inh 2 and HSF1 inh 1.
O=C(CC(c1ccccc1)(c1ccccc1)c1ccccc1)N[C@@H](Cc1ccc(O)cc1)C(=O)O was read as Platelet DG rel -4, GSK3B inh 1, HSP90 inh 4, IEC-6 cytotox -4, GSK3 alpha inh -3, HSF1 activator -12, DYRK1A inh 2, KLF5 inh 2, aSyn UTR inh 13 and HSF1 inh -2.
Screening O=C1Nc2c(Br)cc(Br)c3cccc1c23 returned Platelet DG rel -1, GSK3B inh -7, HSP90 inh 2, IEC-6 cytotox 9, GSK3 alpha inh -1, HSF1 activator 7, DYRK1A inh 9, KLF5 inh -19, aSyn UTR inh 22 and HSF1 inh 6.
Cc1ccccc1OCc1nc2c3cnn(C)c3ncn2n1 was read as Platelet DG rel 6, GSK3B inh 3, HSP90 inh 1, IEC-6 cytotox -8, GSK3 alpha inh -1, HSF1 activator 14, DYRK1A inh 3, KLF5 inh -42, aSyn UTR inh -152 and HSF1 inh 12.
`O=C(CSCc1ccc([N+](=O)[O-])cc1)NN=C1CCCCCC1` gave Platelet DG rel -2, GSK3B inh 2, HSP90 inh 2, IEC-6 cytotox 1, GSK3 alpha inh 0, HSF1 activator 27, DYRK1A inh -3, KLF5 inh -10, aSyn UTR inh 6 and HSF1 inh -3.
`Cc1ccc(C(=O)O)cc1NC(=S)NC(=O)c1ccc(-c2ccccc2)cc1` gave Platelet DG rel -2, GSK3B inh 4, HSP90 inh -3, IEC-6 cytotox -2, GSK3 alpha inh -6, HSF1 activator 41, DYRK1A inh -3, KLF5 inh -68, aSyn UTR inh -55 and HSF1 inh 0.
For CCCCn1c(N)c(N(CCOC)C(=O)C2CCN(c3ncnc4sc(C)c(C)c34)CC2)c(=O)[nH]c1=O the results were Platelet DG rel -1, GSK3B inh 1, GSK3 alpha inh 3, HSF1 activator -23, DYRK1A inh 1, aSyn UTR inh -5 and HSF1 inh -4.
For CSCCC(NC(=O)c1cccc(C)c1)C(=O)Nc1sccc1C(N)=O (stereo unspecified) the results were Platelet DG rel -6, GSK3B inh 2, HSP90 inh 5, IEC-6 cytotox 4, GSK3 alpha inh 6, HSF1 activator -5, DYRK1A inh -1, KLF5 inh 11, aSyn UTR inh 12 and HSF1 inh 4.
CCOc1ccc(NC(=O)CSC2=NCCN2)cc1 was read as Platelet DG rel 10, GSK3B inh 1, HSP90 inh 3, IEC-6 cytotox 0, GSK3 alpha inh -2, HSF1 activator 16, DYRK1A inh 1, KLF5 inh 9, aSyn UTR inh -8 and HSF1 inh -2.
